STK33 kinase inh: inhibitors of human STK33 kinase | AID 2661 | inhibition, % at 10 µM | actives 0.073% (n = 320,000) | purified STK33, MBP phosphorylation, ADP-Glo luminescence;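 active = inhibition at or above 25%, using the most active replicate where run in duplicate; inactive = inhibition below 25%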
Target sequence (Q9BYT3 whole entry, looked up): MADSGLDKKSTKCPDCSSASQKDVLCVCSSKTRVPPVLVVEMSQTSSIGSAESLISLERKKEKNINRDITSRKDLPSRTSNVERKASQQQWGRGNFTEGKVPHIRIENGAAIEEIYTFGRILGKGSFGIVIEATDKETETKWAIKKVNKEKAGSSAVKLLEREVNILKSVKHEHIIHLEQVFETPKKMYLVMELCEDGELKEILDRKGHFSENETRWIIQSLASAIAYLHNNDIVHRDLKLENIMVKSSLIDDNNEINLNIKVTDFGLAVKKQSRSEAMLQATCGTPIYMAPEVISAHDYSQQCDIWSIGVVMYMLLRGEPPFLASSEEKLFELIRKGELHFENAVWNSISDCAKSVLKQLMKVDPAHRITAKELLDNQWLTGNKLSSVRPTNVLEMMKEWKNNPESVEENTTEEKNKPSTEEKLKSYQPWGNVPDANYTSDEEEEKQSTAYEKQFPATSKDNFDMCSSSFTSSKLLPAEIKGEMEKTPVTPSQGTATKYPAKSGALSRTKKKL
* = called active by the depositor.

#	Structure	STK33 kinase inh
1	C#CCOCCOCCOCCNc1nc(N2CCN(C(=O)CCCCCCCCCCNC(=O)[C@H](CCCCN)n3cc(CCO)nn3)CC2)nc(N2CCN(C(=O)CCCCCCCCCCNC(=O)[C@H](CCCCN)n3cc(CCCC(=O)O)nn3)CC2)n1	0.9
2	Cc1csc(NC(=O)c2cc3ccccc3o2)n1	3.7
3	Cc1ccc(S(=O)(=O)N2CCCCC2)cc1NC(=O)C1CCC1	0.3
4	O=C(O)C1C2C=CC(C2)C1C(=O)Nc1ccc(C(=O)N2CCCCC2)cc1 (configuration not stated)	-0.9
5	COc1cc2ccccc2cc1C(=O)OCC(=O)c1c(N)n(C)c(=O)n(C)c1=O	1.6
6	Cc1ccc(Cl)c(NC(=O)COC(=O)c2nn(-c3ccccc3)cc2O)c1Cl	-1.3
7	O=C(COC(=O)c1c(F)cccc1Cl)NCC1CCCCC1	1.1
8	COc1ccc(C(=O)NCCOc2ccccc2)cc1S(=O)(=O)N1CCOCC1	0.5
9	CN(C(=O)c1ccc(NC(=O)Cc2ccc(NC(=O)C3CCCN(C(=O)C4CCC4)C3)cc2)cc1)C1CC1 (configuration not stated)	0.2
10	CC(=O)N1CCN(c2ccc(NCc3ccc(-c4cccc(Cl)c4)o3)cc2)CC1	-0.4
11	O=C(CSc1ccccc1F)NCC(c1cccs1)N1CCOCC1 (configuration not stated)	0.9
12	CCOc1ccc(/C=N/NC(=O)c2ccc(F)cc2)cc1CN1CC2CC(C1)c1cccc(=O)n1C2 (configuration not stated)	-1.8

As entered above:
Entry for CN(C(=O)c1ccc(NC(=O)Cc2ccc(NC(=O)C3CCCN(C(=O)C4CCC4)C3)cc2)cc1)C1CC1 (configuration not stated) in STK33 kinase inh: 0.2
Entry for O=C(COC(=O)c1c(F)cccc1Cl)NCC1CCCCC1 in STK33 kinase inh: 1.1
Entry for CCOc1ccc(/C=N/NC(=O)c2ccc(F)cc2)cc1CN1CC2CC(C1)c1cccc(=O)n1C2 (configuration not stated) in STK33 kinase inh: -1.8
Entry for Cc1csc(NC(=O)c2cc3ccccc3o2)n1 in STK33 kinase inh: 3.7

Following part.
#	Structure	STK33 kinase inh
13	CCOC(=O)C1=C(c2ccccc2)NC(=O)NC1c1cc(OC)c(OC)c(OC)c1 (configuration not stated)	-1.1
14	COc1ccc(C(CNC(=O)c2cccc(S(=O)(=O)N3CCCC3)c2)N2CCCC2)cc1 (configuration not stated)	-1.2
15	Cc1ccc(C23OCCN2CCn2nc4ccccc4c23)cc1 (configuration not stated)	-1.7
16	COc1ccc(C(=O)c2sc(NC(C)C)nc2N)cc1OC	-0.8
17	O=C(NCc1ccccc1)c1nc[nH]c1C(=O)N1CCN(c2ccccc2)CC1	-1.5
18	O=C(NCC(=O)N1CCCCCCC1)c1cccc([N+](=O)[O-])c1	-0.4
19	COC(=O)C1CCN(C(=O)c2cc(-c3ccc(Cl)s3)nc3ccccc23)CC1	-1.7
20	CCC1(c2ccccc2)NC(=O)N(CC(=O)NNC(=O)COc2ccc(Cl)cc2C)C1=O (configuration not stated)	-0.6
21	C#CCOCCOCCOCCNc1nc(N2CCN(C(=O)[C@H](CCCCN)n3cc(CN)nn3)CC2)nc(N2CCN(C(=O)[C@H](CCC(=O)O)n3cc(CN)nn3)CC2)n1	0.5
22	C[C@]12c3[nH]c4ccccc4c3CCN1C(=O)C(CC(=O)NCCN1CCOCC1)C[C@@H]2C(=O)N1CCCCC1 (some centres not stated)	-0.9
23	CCc1nc(SCc2ccc(F)cc2)[nH]c(=O)c1C#N	-1.2
24	CC1C/C(=C\c2cccnc2)C(=O)/C(=C/c2cccnc2)C1 (configuration not stated)	1.7
25	N#CC(C#N)=C1C=CC=CN1/C(=C\c1ccco1)C(=O)c1ccc(-c2ccccc2)cc1	-1.2
26	Cc1cccc(-n2c(Cc3cc(=O)[nH]c(=O)[nH]3)nnc2SCC(=O)NCC2CCCO2)c1 (configuration not stated)	0.9
27	COc1cccc(-c2sc3ccc(OC)cc3c2C#CCC(C)O)c1 (configuration not stated)	0.5
28	CCN(CC)CCC(c1ccc(N(C)C)cc1)c1c(OC)cc(OC)c2c(-c3ccccc3)cc(=O)oc12 (configuration not stated)	0.1
29	CC(C)NC(=O)Nc1cccc2c1O[C@H](CN(C)S(=O)(=O)c1cccs1)[C@@H](C)CN([C@H](C)CO)C2=O	-0.1
30	COc1ccc(OC)c(/C=C/C(=O)OCC(=O)N2CCCCC2)c1	-1.3
31	CC1(NC(=O)c2ccccc2)CCN(CCCc2ccccc2)C1=O (configuration not stated)	-2.3
32	O=C(Cc1ccc(S(=O)(=O)N2CCOCC2)s1)NC1CCCCC1	0.4
33	CCCN(CC(=O)Nc1ccccc1C)C(=O)c1ccc2c(c1)S(=O)(=O)N=C1CCCCCN12	2.1
34	Nc1ccc(N2CCOCC2)c(S(=O)(=O)Nc2ccccc2Cl)c1	-0.3
35	CN(C)c1ccc([C@@H]2[C@@H]([N+](=O)[O-])[C@H]3C=Cc4ccccc4N3[C@H]2C(=O)c2ccc(Cl)cc2)cc1	-1.9
36	CC(C(=O)NC(=O)NC1CCCCC1)N1CCN(c2ccc(O)cc2)CC1 (configuration not stated)	-1.5
37	COc1cc(OC)cc(C(=O)NNC(=O)CNC(=O)c2cccs2)c1	0.7
38	Cc1ccc2c(c1)-n1c(nc3ccc(C)cc3c1=O)C(Cc1ccc(O)cc1)NC2=O (configuration not stated)	0.5
39	O=C(Nc1ccc(-n2cnnn2)cc1)c1cccc(S(=O)(=O)N2CCCC2)c1	-1.2
40	CC1CCCC(C)N1C(=O)COC(=O)c1cncc(Br)c1 (configuration not stated)	0.0
41	COc1cc2cc(CCOC(=O)N3CCCCC3)oc(=O)c2cc1OC	0.0
42	CC1CC(C)CN(C(=O)C2CC(=O)N(c3ccc4c(c3)OCCO4)C2)C1 (configuration not stated)	-1.2
43	Cn1c(C=O)c(C#Cc2ccccc2)c2ccccc21	-0.8
44	Cc1cccc(C)c1NC(=O)Cn1c(=O)c(N2CCCCC2)c(N)n(C)c1=O	-0.5
45	Cc1ccc(S(=O)(=O)N2[C@@H](c3ccc(C(C)(C)C)cc3)C(C(=O)O)=CC[C@H]2c2ccc(C(C)C)cc2)cc1	-0.2
46	O=C(COC(=O)CCC1CCCC1)Nc1ccc(F)cc1Cl	-0.6
47	O=C(COc1ccc([N+](=O)[O-])cc1)Nc1ccc2c(c1)CCC2	-1.0
48	O=c1[nH]c(=O)n([C@H]2C[C@H](O)[C@@H](CO)O2)cc1Br	-1.0
49	N#Cc1ccc(NC(=O)CSc2n[nH]c(=O)n2C2CC2)cc1	0.0
50	COc1ccccc1CNCC(=O)Nc1cc(S(=O)(=O)N2CCOCC2)ccc1Cl	-0.4
51	CC(C)(C)c1ccc(C(=O)NCCC(=O)Nc2cc(Cl)ccc2N2CCOCC2)cc1	-0.3
52	Cc1cc(Cl)ccc1OCC(=O)Nc1cccc(S(=O)(=O)N2CCCC2)c1	0.3
53	O=C(c1cc(-c2cccnc2)nc2ccccc12)N1CCN(S(=O)(=O)c2cccs2)CC1	-0.2
54	CC(=O)Nc1sc(C)c(C)c1C(=O)OCC(=O)Nc1cccc(C)c1	-3.3
55	CN(Cc1nc2ccccc2c(=O)[nH]1)C(=O)c1ccccc1OCc1ccc(Cl)cc1	1.0
56	COc1ccc([C@H]2CC(=O)C=C(c3ccc(OC(F)(F)F)cc3)C2)cc1OC	-0.7
57	Cc1noc(C)c1COc1ccccc1C(=O)NCCOc1ccccc1F	-2.0
58	O=C(COC(=O)c1ccc([N+](=O)[O-])o1)Nc1ccc(F)cc1	1.0
59	CCN(C(=O)CSc1nnnn1-c1ccc(OC)cc1)C1CCS(=O)(=O)C1 (configuration not stated)	-0.1
60	COc1ccc(C(C)(C)C)cc1NC(=O)COc1ccc(-c2nnco2)cc1	-0.6

Laid out differently: entries from further up.
60: COc1ccc(C(C)(C)C)cc1NC(=O)COc1ccc(-c2nnco2)cc1
  STK33 kinase inh = -0.6

58: O=C(COC(=O)c1ccc([N+](=O)[O-])o1)Nc1ccc(F)cc1
  STK33 kinase inh = 1.0

57: Cc1noc(C)c1COc1ccccc1C(=O)NCCOc1ccccc1F
  STK33 kinase inh = -2.0

The results go on:
#	Structure	STK33 kinase inh
61	CCC1(c2ccc(F)cc2)NC(=O)N(CC(=O)N2c3ccccc3NC(=O)CC2C)C1=O (configuration not stated)	-0.1
62	O=C(COC(=O)c1ccccc1O)Nc1ccc(N2CCOCC2)cc1	-0.4
63	CSc1nc(N)nc2c1ncn2CC(=O)NCCCN1CCCC1=O	-0.3
64	CCCN(CC(=O)Nc1ccccc1C)C(=O)Cc1cccs1	0.1
65	COc1ccc(C(=O)OCc2cc(C)ccc2C)cc1S(=O)(=O)N1CCCC1	0.8
66	C/C(=C(/CCO)SSCC1CCCO1)N(C=O)Cc1cnc(C)nc1N (configuration not stated)	-0.6
67	CCN1CCN(c2ccc(NC(=O)c3cccc(S(=O)(=O)N4CCCC4)c3)cc2)CC1	0.0
68	O=C(CNS(=O)(=O)c1cccc(C(F)(F)F)c1)NC1CCCCCC1	-0.6
69	CCN(C(=O)COC(=O)c1oc2ccccc2c1C)c1c(N)n(Cc2ccccc2)c(=O)[nH]c1=O	1.2
70	Cc1cc(CNC(=O)[C@H](C)[C@@H]2C[C@@]2(C)[C@@H](NC(=O)OCc2ccccc2)c2ccccc2)nn1C	-0.5
71	CC12CCC(=O)N1C(C(=O)NNC(=O)c1ccc(Cl)cc1)CS2 (configuration not stated)	7.7
72	C[C@H](CO)N1C[C@H](C)[C@@H](CN(C)C(=O)NC2CCCCC2)Oc2c(cccc2N(C)C)C1=O	0.1
73	CCOC(=O)[C@H]1[C@H]2COc3ccc(Br)cc3[C@@H]2N2C(=O)[C@H](C)NC(=O)[C@@]12C	0.5
74	CCN(C(=O)CSc1n[nH]c(N)n1)c1cccc2ccccc12	-0.8
75	CS(=O)(=O)c1ccc(C(=O)NNC(=O)c2ccccc2-n2cccc2)cc1	-0.5
76	CC(C#N)Sc1ccc(S(=O)(=O)N2CCCCC2)cn1 (configuration not stated)	-0.1
77	CC(=O)Nc1ccc(S(=O)(=O)N2CCn3cccc3C2C)cc1 (configuration not stated)	-1.6
78	COC(=O)C1=C(C)N(Cc2ccccc2)C(=S)N[C@H]1c1cccc(C(F)(F)F)c1	-0.9
79	O=C(CN1C(=O)NC2(CCCCCCC2)C1=O)NCc1ccc(F)cc1	0.3
80	CCCCn1c(O)c(N=Nc2ccccc2O)c2ccccc21	-1.1
81	O=C(c1cccc(S(=O)(=O)Nc2ccc(F)cc2)c1)N1CCOCC1	-1.7
82	CCOc1ccc(S(=O)(=O)Nc2ccc(C(=O)NCC(c3ccc(OC)cc3)N3CCOCC3)cc2)cc1 (configuration not stated)	-0.9
83	COc1cc(OC)cc(-c2c(C#Cc3ccsc3)c3cc(-c4ccc5c(c4)OCO5)ccc3n2C)c1	0.7
84	O=C(Nc1ccc(C2=CN(Cc3ccccc3)CCC2=O)cc1)OCc1ccccc1	-1.7
85	Cc1c(/C(O)=C2/C(=O)C(=O)N(CCN3CCOCC3)C2c2cccs2)cnn1-c1ccccc1 (configuration not stated)	0.0
86	Cc1ccc([C@H]2C(C(=O)O)=CC[C@@H](c3ccc(Cl)cc3)N2S(=O)(=O)c2ccccc2C)cc1	-1.8
87	COc1cccc(OC)c1C(=O)OCC(=O)NC1CCCCCC1	-0.5
88	Cc1ccc(NC(=O)CCCNC(=O)c2ccc(Cl)cc2)cc1S(=O)(=O)N1CCOCC1	-2.2
89	O=C(NC(CC(=O)N1CCN(c2ccccc2O)CC1)c1ccccc1)c1ccccc1Cl (configuration not stated)	0.2
90	Cc1ccc(S(=O)(=O)N2CCN(c3ncnc4ccccc34)CC2)cc1	1.3
91	CCC(CO)Oc1cc(NC(=O)c2cccc(C)c2)c2ncn(C(C)C)c2c1 (configuration not stated)	5.2
92	O=S(=O)(NC1CCN(S(=O)(=O)c2c(F)cccc2F)C1)c1ccc2c(c1)OCCO2 (configuration not stated)	0.1
93	CSCc1c(C(=O)OCC(=O)NC2CCCCC2)oc2ccccc12	9.3
94	Nc1c(N(Cc2ccco2)C(=O)c2cccc(Cl)c2)c(=O)[nH]c(=O)n1Cc1ccccc1	0.5
95	Cc1cccc(OCC(=O)NNC(=O)CCN2CCN(c3ccccc3)CC2)c1C	-2.0
96	Cc1ccc(C(=O)OCC(=O)N2CCCCCC2)cc1S(=O)(=O)N1CCOCC1	-2.3

From entry 22 up to 23, as listed above:
#	Structure	STK33 kinase inh
22	C[C@]12c3[nH]c4ccccc4c3CCN1C(=O)C(CC(=O)NCCN1CCOCC1)C[C@@H]2C(=O)N1CCCCC1 (some centres not stated)	-0.9
23	CCc1nc(SCc2ccc(F)cc2)[nH]c(=O)c1C#N	-1.2

Further compounds follow.
#	Structure	STK33 kinase inh
97	C[C@@]12CCC3[C@@](CCC4[C@@]3(C)CCC[C@@]4(C)C(=O)N3CCCCC3)(CC1=O)C2 (some centres not stated)	-0.6
98	Cc1ccc(S(=O)(=O)N2CCCCC2)cc1NC(=O)c1cccs1	-0.7
99	Nc1c(C(=O)CSc2nncn2-c2ccccc2)c(=O)[nH]c(=O)n1C1CC1	-1.0
100	COc1ccccc1C(=O)NCC(=O)OCC(=O)NNC(=O)c1ccc(Br)cc1	-1.0
101	CCCCCCCN1CCN=C1Nc1ccccc1	1.4
102	Cc1ccccc1C(=O)OCC(=O)Nc1cccc(S(=O)(=O)NC2=NCCC2)c1	0.7
103	COc1ccc(CNC(=O)COC(=O)CN2C(=O)C3CC=CCC3C2=O)cc1 (configuration not stated)	-0.8
104	O=C(COc1ccccc1)Nc1ccc(Cl)c(-c2nc3ncccc3o2)c1	-0.6
105	Cc1ccc(NC(=O)CN2C(=O)C(=O)N(C3CCCC3)C2=O)c(Cl)c1	-0.9
106	O=C(CN1CCN(C(=O)c2ccccc2)CC1)NC(=O)NCCC1=CCCCC1	1.4
107	O=C(CN1C(=O)NC2(CCCC2)C1=O)NCc1ccc(Cl)cc1	-0.2
108	CSc1ncccc1C(=O)OCC(=O)Nc1ccc2c(c1)CCC2	-3.1
109	CCN(C(=O)COC(=O)c1c(C)nsc1NC)c1ccccc1	-1.1
110	Cc1ccnc(NC(=O)c2cc(S(=O)(=O)NCc3ccccc3)ccc2C)c1	-0.2
111	CCN(c1ccccc1)S(=O)(=O)c1cc(C(=O)OC2CCOC2=O)ccc1C (configuration not stated)	0.2
112	Cn1c2ccccc2c(=O)c2ccc(NCCc3cccs3)cc21	0.1
113	CCOC(=O)C1=C(COC(=O)CSc2ccc(C)cc2)NC(=O)NC1C (configuration not stated)	-0.7

This is a subset; rates above refer to the full screens.
